Screening data as filed in PubChem.
Pol iota inh – qHTS for Inhibitors of Polymerase Iota; DNA polymerase iota (Homo sapiens), Q9UNA4; Pol iota fluorescent replication assay, 10 min; Potency, µM (series often up to 115 µM), without a hit: at the highest dose activity, negative = inhibition, most hits filed as inhibitors; 1% of 390,000 active
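Pol iota at 10 nM preincubated 15 min with compounds at room temperature; reaction started with fluorescent substrate, 50 nM final. Fluorescence read kinetically at 0 and 10 min; buffer-only wells as negative control.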
BLM inh – qHTS Assay for Inhibitors of Bloom's syndrome helicase (BLM); RecQ-like DNA helicase BLM (Homo sapiens), P54132; recombinant BLM DNA unwinding, fluorescence dequenching; Potency, µM (titrated, usually from 56.1 µM), for inactives: top-dose activity change, negative = inhibition, actives largely listed as inhibitors; 0.2% of 350,000 active;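 further: plate controls were vehicle for no effect and no enzyme for full effect; nearly all actives have a fitted effect of over 35% in size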
G9a block – qHTS Assay for Inhibitors of Histone Lysine Methyltransferase G9a; Potency, µM (doses to about 102 µM), for the others: at the highest dose activity, negative = inhibition, hits mostly inhibitors; 8.8% of 350,000 active; AID 504332, 2011; G9a H3K9 monomethylation, AlphaScreen, 2 h; further: on the % scale 0 is the no-effect control and ±100 the full control effect; nearly all actives have a fitted effect of over 75% in size
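Step 1: enzyme (final 20 nM) with compound, 15 min RT. Step 2: substrate peptide 500 nM and SAM 20 uM, 2 h RT. Step 3: anti-H3K9me1 antibody and AlphaScreen beads, 10 min, then plate read.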
Pol eta inh – qHTS for Inhibitors of Polymerase Eta. recombinant Pol eta, fluorescent DNA replication assay. 1.2% of 390,000 active. Potency, µM (titrated, usually from 114 µM), without a hit: top-dose activity change, negative = inhibition, usual class: inhibitors; further: on the % scale 0 is the no-effect control and ±100 the full control effect
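Pol eta at 10 nM preincubated with compounds 15 min at room temperature; reaction started with fluorescent substrate (50 nM final) and read kinetically at 0 and 10 min.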
Pol beta inh – qHTS Assay for Inhibitors of DNA Polymerase Beta; Potency, µM (top dose mostly 114 µM), for the others: at the top dose activity change, negative = inhibition, actives largely listed as inhibitors; AID 485314, 2010; 1.3% of 340,000 active; Pol beta primer extension/strand displacement, fluorescence kinetic; further: on the % scale 0 is the no-effect control and ±100 the full control effect
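Preincubation: enzyme (10 nM) with compound, 15 min, RT. Reaction: substrate added to 50 nM final. Reads: 0 and 10 min. Analysis: normalized, Hill fit.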
BAZ2B inh – qHTS Assay for Inhibitors of BAZ2B. Bromodomain adjacent to zinc finger domain protein 2B (Homo sapiens), Q9UIF8. AlphaScreen BAZ2B-H3K14Ac peptide displacement. Potency, µM (doses to about 114 µM), for the others: at the top dose activity change, negative = inhibition, hits mostly inhibitors. 4.4% of 360,000 active. AID 504333, 2011; further: on the % scale 0 is the no-effect control and ±100 the full control effect; nearly all actives have a fitted effect of over 60% in size
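AlphaScreen displacement of biotin-H3(5-23)K14Ac peptide (50 nM final) from BAZ2B (50 nM final) in PBS pH 7.4, 0.01% Tween-20; complex preformed 30 min RT, then compounds (top 110 uM) 30 min RT, beads 20 min dark.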
JMJD2A Tudor inh – qHTS Assay for Inhibitors of JMJD2A-Tudor Domain; AlphaScreen JMJD2A-Tudor / H3K4me3 peptide binding; Potency, µM (highest dose often 114 µM), without a hit: at the top dose activity change, negative = inhibition, hits mostly inhibitors; 4.4% of 390,000 active; AID 504339, 2011; further: on the % scale 0 is the no-effect control and ±100 the full control effect; nearly all actives have a fitted effect of over 50% in size
POLK inh – qHTS for Inhibitors of Polymerase Kappa; DNA polymerase kappa (Homo sapiens), Q9UBT6; AID 588579, 2011; purified Pol kappa, fluorescent DNA synthesis assay, 10 min; 0.53% of 400,000 active; Potency, µM (titrated, usually from 107 µM), for the others: at the highest dose activity, negative = inhibition, actives largely listed as inhibitors; further: on the % scale 0 is the no-effect control and ±100 the full control effect
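Here, compound and 10 nM enzyme are combined for 15 min at room temperature; adding 50 nM substrate (final) starts DNA synthesis, tracked by fluorescence at 0 and 10 min against buffer-only wells.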
APEX1 inh – qHTS Assay for Inhibitors of the Human Apurinic/apyrimidinic Endonuclease 1 (APE1); 0.35% of 350,000 active; DNA repair nuclease/redox regulator APEX1 (Homo sapiens), P27695; recombinant APE1, TAMRA/BHQ-2 abasic DNA cleavage fluorescence; Potency, µM (top dose mostly 65.8 µM), without a hit: top-dose activity change, negative = inhibition, actives largely listed as inhibitors;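 further: plate controls were vehicle for no effect and reference inhibitor for full effect; nearly all actives have a fitted effect of over 55% in size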
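APE1 at 0.75 nM preincubated 15 min at room temperature with compound. Reaction then started with 50 nM double-stranded THF-abasic substrate labelled with TAMRA/BHQ-2, and 525/598 nm fluorescence read kinetically. Activity taken as third-minus-first read difference, normalized to DMSO and NSC13755 controls.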
* marks the source's active call; other numbers are inactive results; ? = inconclusive; nt = no result given; & = joins results of further samples; [ ] = another dose, or the depositor's remark. The call rests on the fitted dose curve; in most records, active means well fitted curve in the direction sought with a large enough effect; inconclusive means small, poorly fitted or top-dose-only effect, or another doubt; inactive means no such curve, though single readings can be large; an effect the other way counts as inactive or inconclusive. Potency means the concentration at half of the fitted maximal effect. The list is partial (hit frequency here may not be typical).

item	SMILES	Pol iota inh	BLM inh	G9a block	Pol eta inh	Pol beta inh	BAZ2B inh	JMJD2A Tudor inh	POLK inh	APEX1 inh
1	COc1ccc(NC(=O)c2sc3nc[nH]c(=O)c3c2C)cc1Cl	11%	0%	15%[59 µM]	9%	-27%	3%	-9%	-12%[60.1 µM]	nt
2	O=C(NCC1CCCN1S(=O)(=O)c1cccs1)c1cccc([N+](=O)[O-])c1 (stereo not given)	10%	nt	?	-10%	nt	6%	-19%	-4%	4%
3	CN(C(=O)c1cccc(NC(=O)Cc2ccc(NC(=O)C3CCN(C(=O)C4CC4)CC3)cc2)c1)C1CCCC1	-18%	nt	nt	-3%	nt	nt	-21%	-13%	nt
4	O=S(=O)(c1ccc(Cl)nc1)N1CCN(c2ncccn2)CC1	11%	-8%	nt	5%	23%	-21%	-11%	-5%	3%
5	CC(=O)Nc1ccc(OC(=O)CC2SC(=O)NC2=O)cc1 (stereo not given)	?	-9%	?	2%	7%	10%	-20%	-25%	1%
6	Cc1ccc(NC(=O)COc2ccc(/C(N)=N/O)cc2)cc1C	-2%	4%	-10%	-18%	2%	-2%	-8%	-3%	4%
7	COc1cccc(/C=N/NC(=O)c2ccncc2)c1OC(=O)c1ccc(Br)cc1	17%	-5%	14%[0.0925 µM]	8%	51%	-23%	?	-2%	-14%
8	CCC1CN(S(=O)(=O)c2cc(-c3cc(C)no3)ccc2OC)c2cc(C)ccc2O1 (stereo not given)	6%&5%	-12%&-19%	-70%	-10%&0%	-24%&5%	-22%&-10%	-29%&-25%	-8%&-17%	-1%
9	CNC(=O)c1cc2cc(OC)ccc2oc1=O	8%	1%	13%	2%	-1%	1%	-13%	-9%	0%
10	CCCC/C(O)=C1\C(=O)CC(C)(C)CC1=Nc1ccc(OC)cc1	8%	-6%	24%[2.33 µM]	-15%	0%	11%	15%	-5%	-2%
11	Cc1nn(C(=O)c2ccc([N+](=O)[O-])cc2)c(C)c1Br	33%	-3%	nt	2%	27%	?	-19%	9%	16%
12	COc1ccccc1NC(=O)COC(=O)CCS(=O)(=O)c1ccc(C)cc1	-1%	-4%	59%[activator]	-16%	?	-23%	-3%	-3%	25%
13	CSC(=NC#N)N1CCN(C(c2ccccc2)c2ccccc2)CC1	9%	-5%	0%	-26%	49%	?	-18%	-6%	-18%
14	COc1ccc(NC(=O)CNC(=O)Cn2ccc3ccccc3c2=O)cc1OC	?	1%	1%[59 µM]	-3%	15%	6%	4%	2%	nt
15	CCCc1cc(=O)oc2c3c(cc(OCC(=O)N4CCC[C@H]4C(=O)O)c12)OC(C)(C)CC3	12%	-1%	20%[12.7 µM]	-21%	31%	-24%	-17%	1%	15%
16	CCOC(=O)CCc1c(C)nc(SCc2ccc(C(=O)O)cc2)c(C#N)c1C	0%	-4%	25%	-4%	0%	2%	-5%	-3%	-5%
17	Cn1c(CCC(=O)OCC(=O)Nc2ccc(Oc3ccccc3)cc2)nc(=O)c2ccccc21	-13%	-1%	-14%	4%	4%	-9%	-8%	-10%	-5%
18	COCCn1c(=O)c(-c2cn(C)c3ccccc23)nc2cnc(Oc3ccccc3)nc21	nt	-3%	-2%[12.7 µM]	nt	nt	nt	nt	-17%[60.1 µM]	5%
19	COc1cc(/C=C2/C(=O)N(c3ccc(C)c(C)c3)N=C2C)cc([N+](=O)[O-])c1O	-12%	-6%	2%[0.501 µM]	-15%	6%	40µM*	45µM*	13%	42%
20	Cc1ccc(-n2nc3c(=O)n(CCCC(=O)NCc4ccc(Cl)cc4)nc(C)c3c2C)cc1	-2%	-5%	-9%	-3%	?	-11%[57.1 µM]	-4%	-19%	-1%
21	CCOc1cc(OCC)c(C(C)=O)cc1OCC	17%	nt	-1%[0.501 µM]	-4%	nt	25%	-16%	0%	0%&0%
22	COC(=O)c1ccc(C(=O)OC)c(NC(=O)C2CC(=O)N(C3CCCC3)C2)c1 (stereo not given)	39%[activator]	nt	nt	-3%	nt	nt	?	-9%	nt
23	Cc1ccc(NC(=O)C2CCN(S(=O)(=O)c3cnc[nH]3)CC2)cc1C	23%	-3%	2%	-9%	-11%	-5%	-12%	-20%	3%
24	Clc1ccc2nnc(Cl)n2n1	-12%	2%	-4%	-2%	-2%	-1%	-1%	-2%	2%
25	COCc1nnc(NC(=O)c2ccc(OC)cc2OC)s1	-19%	-9%	nt	-8%	-1%	-15%	-9%	1%	-6%
26	CCOC(=O)C1CCN(C(=O)COC(=O)c2ccccc2OCC)CC1	10%	nt	nt	-7%	nt	nt	-2%	-15%	29%
27	COc1ccc(CC(=O)Nc2nccs2)cc1S(=O)(=O)N1CCOCC1	-8%	nt	nt	-13%	nt	nt	-2%	-4%	18%
28	O=C(O)c1cc(O)c2c(c1)[C@@H]([C@H]1c3cc(C(=O)O)cc(O)c3C(=O)c3c(O[C@@H]4O[C@H](CO)[C@@H](O)[C@H](O)[C@H]4O)cccc31)c1cccc(OC3O[C@H](CO)[C@@H](O)[C@H](O)[C@H]3O)c1C2=O (stereo not given in full)	-107%	nt	1.3µM*	-100%	nt	0.79µM*	0.32µM*	-97%	0.084µM*
29	COc1ccc(-c2sc3ccc(N4CCOCC4)cc3c2-c2ccc(OC)c(F)c2)cc1	26%	0%	nt	-18%	-27%	?	-36%	11%	12%
30	CCCCN(C)C(=O)CN1C(=O)c2cccnc2Oc2ccc(Cl)cc21	22%	-1%	-1%[59 µM]	-10%	0%	-3%	-19%	-12%	nt
31	CCCOc1ccccc1C(=O)N(Cc1cccc(Br)c1)C1CCS(=O)(=O)C1 (stereo not given)	12%	-3%	31%[activator]	-24%	-2%	-3%	-9%	-1%	-5%
32	Cn1ncc(Br)c1C(=O)Nc1c(F)c(F)cc(F)c1F	-11%	1%	-15%[59 µM]	-6%	0%	1%	-11%	5%	1%
33	CN(C)CCCNC(=O)C[C@H]1C[C@H](C(=O)N2CCCCC2)[C@@]2(C)c3[nH]c4cc(-c5ccco5)ccc4c3CCN2C1=O	3%	nt	nt	-11%	nt	nt	?	8%	8%
34	O=C(COc1ccc(Oc2ccccc2)cc1)NC1CCS(=O)(=O)C1 (stereo not given)	45%[activator]	nt	nt	-20%	nt	nt	-3%	5%	-9%
35	CCc1ccc2c(c1)C(=O)c1ccccc1C2=O	21%	-3%	?	-22%	11%	?	?	-11%	0%
36	CCn1c2ccccc2c2cc(NC(=O)COc3ccccc3OC)ccc21	1%	-12%	14%[59 µM]	2%	13%	-1%	-13%	-7%	-5%
37	CCn1c(NCCO)nc2c(c1=O)C(C)(CC)Cc1ccccc1-2 (stereo not given)	55%[activator]	-8%	6%	-22%	-1%	-13%	-7%	-3%	2%
38	Cc1cc(NC(=O)CCC(=O)N(CC2CCCO2)C(C(=O)NC2CCCC2)c2ccccc2C)no1 (stereo not given)	16%	nt	nt	-7%	nt	nt	-9%	2%	nt
39	COC(=O)c1ccccc1NC(=O)CSc1nc(NC(=O)c2ccccc2)c2c(C)c(C)oc2n1	14%	-17%	-33%[12.7 µM]	-16%	28%	4%	-14%	-25%	10%
40	Cc1c(CCC(=O)NCCC(=O)O)c(=O)oc2c(C)c3oc4c(c3cc12)CCCC4	-1%	-6%	-4%	-13%	-2%	-21%	-20%	-9%	21%

Copied from above, entries 32–40
item	SMILES	Pol iota inh	BLM inh	G9a block	Pol eta inh	Pol beta inh	BAZ2B inh	JMJD2A Tudor inh	POLK inh	APEX1 inh
32	Cn1ncc(Br)c1C(=O)Nc1c(F)c(F)cc(F)c1F	-11%	1%	-15%[59 µM]	-6%	0%	1%	-11%	5%	1%
33	CN(C)CCCNC(=O)C[C@H]1C[C@H](C(=O)N2CCCCC2)[C@@]2(C)c3[nH]c4cc(-c5ccco5)ccc4c3CCN2C1=O	3%	nt	nt	-11%	nt	nt	?	8%	8%
34	O=C(COc1ccc(Oc2ccccc2)cc1)NC1CCS(=O)(=O)C1 (stereo not given)	45%[activator]	nt	nt	-20%	nt	nt	-3%	5%	-9%
35	CCc1ccc2c(c1)C(=O)c1ccccc1C2=O	21%	-3%	?	-22%	11%	?	?	-11%	0%
36	CCn1c2ccccc2c2cc(NC(=O)COc3ccccc3OC)ccc21	1%	-12%	14%[59 µM]	2%	13%	-1%	-13%	-7%	-5%
37	CCn1c(NCCO)nc2c(c1=O)C(C)(CC)Cc1ccccc1-2 (stereo not given)	55%[activator]	-8%	6%	-22%	-1%	-13%	-7%	-3%	2%
38	Cc1cc(NC(=O)CCC(=O)N(CC2CCCO2)C(C(=O)NC2CCCC2)c2ccccc2C)no1 (stereo not given)	16%	nt	nt	-7%	nt	nt	-9%	2%	nt
39	COC(=O)c1ccccc1NC(=O)CSc1nc(NC(=O)c2ccccc2)c2c(C)c(C)oc2n1	14%	-17%	-33%[12.7 µM]	-16%	28%	4%	-14%	-25%	10%
40	Cc1c(CCC(=O)NCCC(=O)O)c(=O)oc2c(C)c3oc4c(c3cc12)CCCC4	-1%	-6%	-4%	-13%	-2%	-21%	-20%	-9%	21%
